Bioassay records deposited in PubChem BioAssay by National Center for Advancing Translational Sciences (NCATS).
Epigenetic reg = derepresses silenced GFP reporter in murine cells. murine LDR cells, GFP reporter derepression, 30 h. Potency, µM (series often up to 53.9 µM), inactives show at the highest dose GFP activation, actives largely listed as activators. 280,000 compounds, 0.2% hits; also: % of control where 0% means no effect; nearly all actives have a fitted effect of over 60% in size
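GFP-positive cell count by laser-scanning cytometry (objects 20–120 um) after 30 h, 37 C compound exposure of murine LDR cells; reporter is CMV-GFP integrated at a silenced locus, inducible by HDAC or DNMT inhibitors.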
NPSR antagonist = antagonists of human neuropeptide S receptor cAMP signaling. CHO-NPSR cells, cAMP TR-FRET, antagonist mode. 220,000 compounds, 1% hits. Potency, µM (titrated, usually from 38.3 µM), for inactives: top-dose activity change, negative = inhibition, most hits filed as inhibitors; also: % is scaled to controls: 0 for no effect and ±100 for the full control effect; nearly all actives have a fitted effect of over 50% in size; many of its hits are not listed in these tables
Target sequence (Q6W5P4 whole entry, looked up): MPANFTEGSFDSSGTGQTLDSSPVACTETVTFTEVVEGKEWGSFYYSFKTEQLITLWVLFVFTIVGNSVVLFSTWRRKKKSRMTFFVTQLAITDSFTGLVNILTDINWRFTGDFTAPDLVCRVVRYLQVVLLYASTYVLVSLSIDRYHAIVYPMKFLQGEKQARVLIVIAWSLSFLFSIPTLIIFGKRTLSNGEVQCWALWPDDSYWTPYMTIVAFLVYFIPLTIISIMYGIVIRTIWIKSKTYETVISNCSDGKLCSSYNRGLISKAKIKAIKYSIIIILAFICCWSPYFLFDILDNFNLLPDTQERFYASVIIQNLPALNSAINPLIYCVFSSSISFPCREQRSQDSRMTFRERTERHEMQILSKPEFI
GAA spleen mod = lysosomal alpha-glucosidase (human) modulation; P10253; human spleen homogenate, 4-MU-alpha-glucoside fluorescence; Potency, µM (doses to about 79.9 µM), for inactives: at the top dose activity change, negative = inhibition, usual class: inhibitors; 240,000 compounds, 0.006% hits; AID 2112;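 also: 0% = enzyme with vehicle and -100% = no enzyme basal signal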
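Enzyme source: human spleen homogenate, 1 ug/well. Buffer 50 mM citric acid/K phosphate pH 5.0, 0.01% Tween-20. 4-MU-alpha-glucoside 1 mM; 37 C x 40 min; NaOH/glycine stop; fluorescence.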
Tau fluor counter = counter-screen for tau fibril formation inhibitors | tau K18 P301L (four-repeat tau fragment) Alexa594 fluorescence, heparin fibrillization | Potency, µM (series often up to 57.7 µM), inactives show at the top dose activity change, negative = decrease | 280,000 compounds, 0.93% hits | AID 1463; also: % is scaled to controls: 0 for no effect and ±100 for the full control effect; nearly all actives have a fitted effect of over 55% in size
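Human K18 P301L tau (15 uM unlabeled plus 0.24 uM Alexa 594-labeled, final) in 100 mM sodium acetate pH 7 was mixed with compound and 20 uM heparin and incubated 6 hr at 37 C.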
ALDH1A1 block = inhibitors of human aldehyde dehydrogenase 1A1; Purified ALDH1A1, NADH fluorescence, propionaldehyde substrate; Potency, µM (doses to about 75.3 µM), for the others: top-dose activity, negative = inhibition, hits mostly inhibitors; 220,000 compounds, 7.3% hits; AID 1030; active = well fitted inhibition curve with a large enough effect, not every such curve was filed as active; inconclusive = small, poorly fitted or top-dose-only effect, or another doubt; inactive = no such curve, though single readings can be large or run the other way;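 also: plate controls were no enzyme wells and a reference inhibitor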
Target sequence (P00352 whole entry, looked up): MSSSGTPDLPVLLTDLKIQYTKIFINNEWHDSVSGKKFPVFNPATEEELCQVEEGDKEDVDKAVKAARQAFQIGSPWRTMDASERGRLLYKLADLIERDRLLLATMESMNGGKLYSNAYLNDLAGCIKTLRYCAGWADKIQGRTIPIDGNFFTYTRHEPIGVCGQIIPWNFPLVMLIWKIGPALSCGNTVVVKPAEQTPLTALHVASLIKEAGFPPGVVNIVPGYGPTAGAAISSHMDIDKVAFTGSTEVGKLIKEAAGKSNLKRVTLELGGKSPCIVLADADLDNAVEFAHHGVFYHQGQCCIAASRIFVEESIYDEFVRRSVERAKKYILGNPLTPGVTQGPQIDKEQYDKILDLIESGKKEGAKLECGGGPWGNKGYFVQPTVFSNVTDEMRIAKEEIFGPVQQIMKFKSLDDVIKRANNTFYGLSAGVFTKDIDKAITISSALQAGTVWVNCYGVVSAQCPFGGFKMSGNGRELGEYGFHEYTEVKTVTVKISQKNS
GAA inhib = blocks human lysosomal alpha-glucosidase. P10253. purified human GAA, 4-MU-alpha-glucoside fluorescence. Potency, µM (highest dose often 76.9 µM), without a hit: at the top dose activity change, negative = inhibition, most hits filed as inhibitors. 200,000 compounds, 0.005% hits;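 also: plate controls were uninhibited enzyme wells for no effect and no-enzyme background for full effect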
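Read-out is 4-methylumbelliferone fluorescence (Ex 365/Em 440 nm) after NaOH/glycine stop at pH 10. Enzyme 4 nM, substrate 400 uM, pH 5.0 citrate buffer, 20 min room temperature; AC50 from Hill-equation concentration-response.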
GAA glycogen = GAA glycogen-cleavage inhibition or activation; P10253; AID 2100; recombinant GAA, glycogen substrate, Amplex Red glucose oxidase fluorescence; Potency, µM (series often up to 76.4 µM), for inactives: top-dose activity change, negative = inhibition, hits mostly inhibitors; 300,000 compounds, 0.38% hits;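 also: 0% = full enzyme reaction and -100% = no-enzyme basal signal; the screen sought inhibitors and activators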
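Recombinant enzyme (4 nM final) with compounds titrated up to 77 uM and bovine liver glycogen (30 ug) in citrate pH 5.0, 0.01% Tween-20, 37 C 40 min. Released glucose detected by Amplex Red/glucose oxidase (Ex 573/Em 610); AC50 from Hill fits.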
aGal spleen mod = inhibitors or activators of human alpha-galactosidase in spleen homogenate; Potency, µM (highest dose often 80 µM), inactives show at the top dose activity change, negative = inhibition, usual class: inhibitors; P06280; 240,000 compounds, 0.008% hits; human spleen homogenate, 4MU-alpha-Gal fluorescence, 40 min;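 also: 0% = enzyme with vehicle and -100% = no enzyme basal signal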
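qHTS titration in buffer at pH 5.0. Alpha-galactosidase activity in spleen homogenate was measured via 4-methylumbelliferone release from 1 mM fluorogenic substrate after 40 min at 37C and a pH 10 stop. AC50 came from Hill fits of control-normalized data.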
The depositor's hits bear a star; ? = inconclusive; / = not tested or not shown; & = joins results of further samples; [ ] = remark or other dose. Unless noted, calls follow the shape of the dose curve; as a rule, active = well fitted curve in the direction sought with a large enough effect; inconclusive = small, poorly fitted or top-dose-only effect, or another doubt; inactive = no such curve, though single readings can be large; an effect the other way counts as inactive or inconclusive. Potency is read from the fitted curve at half-maximal effect. The list is partial, so the mix of outcomes need not match the whole.

SMILES	Epigenetic reg	NPSR antagonist	GAA spleen mod	Tau fluor counter	ALDH1A1 block	GAA inhib	GAA glycogen	aGal spleen mod
O=C(CCl)Oc1ccc2occ(C(=O)c3cccs3)c2c1	5.9%	14%[46.1 µM]	-2%	-18%	0.79µM*	-2%	6%	1%
Fc1ccc(Oc2nc(-c3ccccn3)nc3ccccc23)cc1	0.0%	36%	4%	-19%	4%	-3%	2%	1%
O=C(NNC(=O)C(c1ccccc1)c1ccccc1)c1cccs1	-1.6%	2%[46.1 µM]	-1%	-7%	-7%	4%	3%	5%
CCC(=O)Nc1ccc(Oc2ccc(NC(=O)CC)c(NC(=O)CC)c2)cc1	-2.4%	10%	3%	-5%	3%	5%	3%	8%
COC(=O)/C=C/c1ccc2c(c1)OCO2	1.1%	-5%	4%	3%	?	2%	5%	6%
CC(CN1CCN(C)CC1)OC(=O)c1ccc(Cl)cc1 (configuration not stated)	0.0%	7%[46.1 µM]	-4%	6%	11%	-8%	-16%	-3%
O=C(Nc1nnc(SCc2c(Cl)cccc2Cl)s1)C1CCCO1 (configuration not stated)	-1.4%	16%[46.1 µM]	6%	-9%	?	-1%	-6%	11%
CC(=O)c1c(O)cc(O)cc1O	0.1%	/	-13%	-14%	6%	/	/	-7%
COc1cc(N2CCOCC2)ncn1	0.0%	6%[46.1 µM]	-16%	7%	6%	-5%	-21%	0%
CCOC(=O)/C(N=Nc1sc(C(=O)OCC)c(C)c1C(=O)OCC)=C(\C)O	1.9%	8%	9%	-12%	7%	1%	-1%	4%
Cc1nc2ccc(S(=O)(=O)NCC(=O)NCCN3CCCCC3C)cc2s1 (configuration not stated)	5.4%	1%[46.1 µM]	-3%	-1%	-14%	-14%	0%	-2%
O=C(/C=C/c1ccc(OCCCF)cc1)Nc1ccnc(-c2cccnc2)n1	?	-11%	0%	-1%	?	4%	-7%	-3%
O=C(Nc1ccc(Cl)cn1)Nc1ccc(Cl)cn1	-3.4%	9%	-1%	6%	-7%	-16%	7%	3%
Cc1ccc(Cn2cc(/C=C/C(=O)O)c(-c3ccccc3)n2)cc1	0.0%	-21%[46.1 µM]	-6%	-6%	-6%	-8%	10%	-13%
C=CCCCCCCCCC(=O)O	5.3%	/	-1%	?	2%	/	/	6%
CC(Sc1ccccc1)C(=O)NN=C1CCCCCC1 (configuration not stated)	-7.4%	4%	4%	-11%	?	-4%	3%	2%
O=[N+]([O-])c1cc(CN2CCN(c3ccccc3)CC2)c(O)c2ncccc12	?	-24%	-6%	-12%	?	-5%	9%	-9%
N#CCOC(=O)c1sccc1-n1cccc1	-0.3%	2%[46.1 µM]	3%	5%	-1%	-12%	3%	7%
O=C(NCc1ccc(F)cc1)C1CCN(S(=O)(=O)c2ccc3c(c2)OCCCO3)CC1	-1.0%	-10%	-8%	-15%	-9%	-3%	8%	-11%
CC1(C)CC(CC(=O)Nc2ccccn2)C(=O)O1 (configuration not stated)	-2.1%	0%[46.1 µM]	-24%	3%	0%	-9%	-9%	0%
CCOC(=O)C(NC(C)=O)(OCc1ccccc1)C(F)(F)F (configuration not stated)	8.2%	5%	1%	0%	-5%	-9%	5%	3%
O=C(CSCc1ccccc1)Nc1ccc(F)cc1F	-2.9%	-1%	2%	-9%	24µM*	6%	7%	0%
COc1ccc(OC)c(NS(=O)(=O)c2ccc(N3CCCC3=O)cc2)c1	-1.9%	?	-4%	-11%	-13%	-2%	5%	-7%
COc1cccc(CC2(CO)CCCN(Cc3c(C)cc(C)cc3-n3cccn3)C2)c1 (configuration not stated)	-1.2%	20%	5%	-2%	-5%	/	-9%	2%
CC(=O)c1ccc(N2CCN(C(=O)c3ccc(Br)cc3)CC2)c(F)c1	-0.1%	-30%[46.1 µM]	0%	4%	10µM*	-4%	-4%	1%
Cc1csc(NC(=O)c2cncc(Br)c2)n1	-2.3%	3%	3%	-8%	6%	0%	-3%	10%
O=C(Nc1nc(-c2ccco2)c(-c2ccco2)s1)C1CCC1	0.0%	-35%	4%	?	?	2%	1%	-2%
O=C(OCC(O)COC(=O)c1cccnc1)c1cccnc1	1.1%	-16%	1%	-7%	/	/	-7%	2%
CC(/C=C/c1ccc2c(c1)OCO2)=N/NC(=O)c1cccnc1	1.0%	-22%	-7%	7%	-1%	5%	7%	8%
COc1ccc([C@@H]2C[C@H](c3ccccc3)Oc3cc(OC)c(OC)c(OC)c32)cc1	-1.0%	-26%	5%	-10%	/	/	-3%	8%
CCCCN=c1sc(C(=O)OC)cc(=O)n1CCCC	0.0%	-5%[46.1 µM]	2%	-4%	?	-6%	4%	4%
CCn1c2ccc(OC)cc2c2nc3ccccc3nc21	-2.0%	?	-6%	-6%	-3%	-2%	-4%	4%
CCC(C)[C@H](NC(=O)Nc1ccc2c(c1)OCCO2)C(=O)OC (some centres not stated)	-1.1%	8%	1%	-1%	/	/	-2%	3%
COCCn1c(SCC(=O)Nc2sccc2C(N)=O)nnc1-c1ccncc1	-1.1%	19%	-2%	-10%	8%	0%	7%	2%
CCOc1ccc(OCCCC(=O)O)cc1	0.0%	5%[46.1 µM]	0%	-7%	2%	-2%	-5%	-2%
COc1ccc(NC(=O)C2=NNC(=O)CC2)cc1S(=O)(=O)N1CCCCC1	-1.0%	0%	4%	-7%	/	/	6%	1%
O=C(CSc1ccc(-c2ccccn2)nn1)NCc1ccccc1	-1.2%	9%	0%	-7%	6%	10%	8%	4%
O=C(COc1ccc(S(=O)(=O)N2CCCC2)cc1Cl)Nc1ccc2c(c1)OCO2	-1.1%	-16%[46.1 µM]	-11%	-14%	?	-9%	2%	-9%
CCCn1c(SC/C(O)=C(\C#N)c2nc3ccccc3[nH]2)n[nH]c1=O	-3.6%	6%	-3%	1%	-7%	-13%	13%	-2%
O=C(CN1C(=O)NC2(CCCc3ccccc32)C1=O)Nc1cccc(S(=O)(=O)N2CCCCC2)c1 (configuration not stated)	-3.0%	-13%	-4%	?	-2%	?	-9%	9%
O=C(COc1ccccc1)Nc1ccc(CSc2ccccc2)cc1	-2.0%	4%[46.1 µM]	-7%	-5%	7%	-2%	4%	2%
Cc1onc(-c2ccccc2Cl)c1C(=O)NC(=S)Nc1ccccc1C(N)=O	1.1%	-4%	-3%	-5%	?	?	7%	-3%
COc1ccc(C2NC(=O)c3ccccc3O2)cc1OC (configuration not stated)	0.0%	-22%[46.1 µM]	2%	-5%	?	4%	-13%	2%
CCOC(=O)/C(C#N)=C\c1ccco1	-1.0%	8%[46.1 µM]	3%	-8%	-2%	-3%	7%	9%
Cc1nc2scc(-c3cccs3)c2c(=O)n1CC(=O)O	-7.2%	-2%[46.1 µM]	2%	0%	3%	-5%	-1%	7%

Another view of part of the listing above.
| Structure | Epigenetic reg | NPSR antagonist | GAA spleen mod | Tau fluor counter | ALDH1A1 block | GAA inhib | GAA glycogen | aGal spleen mod |
| --- | --- | --- | --- | --- | --- | --- | --- | --- |
| CCCCN=c1sc(C(=O)OC)cc(=O)n1CCCC | 0.0% | -5%[46.1 µM] | 2% | -4% | ? | -6% | 4% | 4% |
| Cc1onc(-c2ccccc2Cl)c1C(=O)NC(=S)Nc1ccccc1C(N)=O | 1.1% | -4% | -3% | -5% | ? | ? | 7% | -3% |

Other structures.
SMILES	Epigenetic reg	NPSR antagonist	GAA spleen mod	Tau fluor counter	ALDH1A1 block	GAA inhib	GAA glycogen	aGal spleen mod
CCS(=O)(=O)N1CCN(C(=O)C(c2ccccc2)c2ccccc2)CC1	-1.0%	-16%[46.1 µM]	0%	-9%	-1%	-13%	7%	0%
COc1cccc(C2CC(c3ccccc3Cl)n3ncnc3N2)c1 (configuration not stated)	-3.0%	-15%[46.1 µM]	-2%	-3%	?	-11%	-2%	13%
O=C(O)c1ccccc1-n1c(-c2ccccc2)cc2c1CCCC2=O	-8.0%	-2%	-2%	1%	-3%	?	-2%	6%
N#Cc1c(-c2ccccc2F)cc(-c2cccnc2)nc1N	-0.3%	-10%	23%	0%	?	?	-1%	?
O=C(Nc1ccc(Cl)cc1)C1=Cc2cc(Cl)ccc2OC1	0.0%	-12%[46.1 µM]	5%	-25%	2%	-8%	-3%	1%
CCn1c(SCC(=O)Nc2ncc(C(F)(F)F)cc2Cl)nnc1-c1ccccc1	0.0%	12%	2%	-2%	4%	-2%	12%	3%
CC(=O)OCC(=O)[C@@]1(O)CC[C@H]2[C@@H]3CCC4=CC(=O)CC[C@]4(C)[C@H]3C(=O)C[C@@]21C	1.1%&2.3%	20%	-2%&-11%	-4%&-5%	2%	/	14%	-5%&0%
COCCNC(=O)c1cc(-c2ccncc2)nc2ccc(S(=O)(=O)N3CCOCC3)cc12	1.2%	-9%	-16%	1%	2%	-4%	5%	2%
COc1ccc([N+](=O)[O-])cc1NS(=O)(=O)c1ccc(C)cc1	-1.0%	-19%	6%	1%	/	/	2%	19%
C=C(C)CSc1nnc(CCNC(=O)OC(C)(C)C)o1	-1.7%	2%[46.1 µM]	-2%	1%	17%	-1%	1%	2%
CC(=O)[C@@H]1[C@@H]2C(=O)N(Cc3ccccc3)C(=O)[C@@H]2C2c3ccccc3C=CN21 (some centres not stated)	1.0%	-1%[46.1 µM]	1%	-20%	20µM*	-5%	-15%	4%
O=C(Cc1cccs1)Nc1nnc(SCc2ccc(C(F)(F)F)cc2)s1	0.0%	2%	2%	-7%	5%	-2%	-2%	4%
CCOC(=O)CN1NC2(CCCC(C)C2)NC1=S (configuration not stated)	0.4%	2%[46.1 µM]	-7%	-2%	?	-6%	-29%	-9%
Cc1ccc(NC(=O)CC(NCC2CCCO2)C(=O)O)cc1C (configuration not stated)	1.0%	34%	0%	-7%	8%	3%	-3%	2%

Arranged by value in GAA inhib (rising): four of the compounds above
SMILES	Epigenetic reg	NPSR antagonist	GAA spleen mod	ALDH1A1 block	GAA inhib	GAA glycogen
CCOC(=O)CN1NC2(CCCC(C)C2)NC1=S (configuration not stated)	0.4%	2%[46.1 µM]	-7%	?	-6%	-29%
COCCNC(=O)c1cc(-c2ccncc2)nc2ccc(S(=O)(=O)N3CCOCC3)cc12	1.2%	-9%	-16%	2%	-4%	5%
O=C(Cc1cccs1)Nc1nnc(SCc2ccc(C(F)(F)F)cc2)s1	0.0%	2%	2%	5%	-2%	-2%
C=C(C)CSc1nnc(CCNC(=O)OC(C)(C)C)o1	-1.7%	2%[46.1 µM]	-2%	17%	-1%	1%
